# aDG glyco act: alpha-DG glycosylation activation. actives 0.22% (n = 360,000). Pro5-aDG cells, alpha-DG glycosylation AlphaScreen (IIH6); 0% Pro5, 100% B10-LARGE cell signal. activation, % at 10 µM;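 active = activation of at least 8% versus controls, or a plate z-score of at least 8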;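 note: Pro5 are CHO cells carrying HIG-tagged alpha-DG that lacks glycosylation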
# Cardio protect: protects H9c2 cardiomyocytes from peroxide injury; H2O2 injury protection, ATPLite, 2 h; protection from H2O2 cell death, % at 20 µM; actives 0.63% (n = 360,000);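 active = compounds giving at least 50% protection of heart cells from peroxide-induced death in the single-dose screen, raw or plate-pattern-corrected value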;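 note: 0% = DMSO wells with peroxide and 100% = DMSO wells without peroxide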
# Vif imaging: blocks HIV Vif function; HEK293T cells, Vif self-association by quenched fluorescence, imaging, 24 h; inhibition, % at 7.49 µM; actives 0.35% (n = 340,000); AID 602346; in the data active = inhibition above about 50%, passing the limit was not always enough; note: some results filed as inactive read as strong as hits
# ABCB6 inh MLPCN: blocks the human ABCB6 transporter; Q9NP58; K562-ABCB6 porphyrin accumulation, flow cytometry, 1 h; hits give low values; fluorescence ratio to DMSO, % at 10 µM; actives 0.19% (n = 360,000);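 active = fluorescence ratio to DMSO below 75%, the collection mean minus 3 SD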;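 note: signal is porphyrin accumulated inside mitochondria; 100% equals median channel fluorescence of DMSO control wells; lower ratio means ABCB6 inhibition with less porphyrin fluorescence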
# HTR2A ag: agonists of mouse serotonin 5-HT2A receptor (HTR2A) | CHO-K1 mHTR2A beta-arrestin complementation, luminescence; percent of 30 µM serotonin response | activation, % at 7.6 µM | actives 0.66% (n = 360,000) | AID 624169;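 active = activation above a run cutoff, the mean activation of all tested compounds plus 3 SD, cut at about 14% in these data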;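 note: 0% = plate median of compound wells and 100% = 30 µM serotonin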
# Target sequence (P35363 whole entry, looked up): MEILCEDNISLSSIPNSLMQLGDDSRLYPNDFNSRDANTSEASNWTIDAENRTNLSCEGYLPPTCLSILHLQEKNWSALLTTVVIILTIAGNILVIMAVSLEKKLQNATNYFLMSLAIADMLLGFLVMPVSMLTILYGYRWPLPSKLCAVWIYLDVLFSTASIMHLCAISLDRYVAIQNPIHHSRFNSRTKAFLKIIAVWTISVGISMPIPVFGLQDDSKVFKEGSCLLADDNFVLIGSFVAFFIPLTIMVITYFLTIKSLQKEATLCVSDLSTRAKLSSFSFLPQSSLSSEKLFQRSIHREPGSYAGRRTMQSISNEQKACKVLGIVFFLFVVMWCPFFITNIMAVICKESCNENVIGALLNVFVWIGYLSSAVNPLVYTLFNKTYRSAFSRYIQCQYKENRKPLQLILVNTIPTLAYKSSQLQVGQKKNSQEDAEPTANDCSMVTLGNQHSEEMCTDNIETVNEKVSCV
# MC4R antag cAMP: antagonists of human melanocortin 4 receptor (MC4R); P32245; MC4R-expressing cells, MTII-stimulated cAMP, LANCE TR-FRET; inhibition, % at 6.5 µM; actives 0.48% (n = 360,000); AID 540295;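 active = inhibition above its plate's cutoff, the mean of tested wells on that plate plus 3 SD, cut at about 29% in these data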;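 note: 0% = Melanotan II alone and 100% = Melanotan II plus saturating MCL0020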
# Target sequence (P32245 whole entry, looked up): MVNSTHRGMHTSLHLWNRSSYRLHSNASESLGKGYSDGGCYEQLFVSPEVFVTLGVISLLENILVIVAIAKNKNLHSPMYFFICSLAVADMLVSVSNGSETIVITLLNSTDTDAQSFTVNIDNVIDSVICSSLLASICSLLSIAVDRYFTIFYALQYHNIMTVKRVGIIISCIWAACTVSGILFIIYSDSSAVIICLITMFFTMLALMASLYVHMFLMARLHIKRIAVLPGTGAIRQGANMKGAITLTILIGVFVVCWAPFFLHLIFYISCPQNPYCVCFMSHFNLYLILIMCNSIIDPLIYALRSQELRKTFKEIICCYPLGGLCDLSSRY
#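 material = U2OS cells stably expressing human melanocortin 4 receptor (MC4R) | also added = Melanotan II challenge | dosing = single nominal compound dose of 6.5 µM | detection = TR-FRET with Eu-cAMP and labeled anti-cAMP, 671 nm | replication = singlicate | timing = compound 30 min, challenge 1 h, detection 1 h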
# N-glyco inh: blocks N-linked glycosylation in D54 reporter cells | D54 ERlucT glycosylation luciferase reporter, 24 h; percent of 100 nM tunicamycin response | reporter increase, % at 12.5 µM | actives 0.23% (n = 360,000) | AID 588692;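 active = mean luciferase reporter signal, scaled so untreated is 0 and the glycosylation-blocking control 100, at or above a set limit in every replicate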;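 note: luciferase carries N-glycosylation sites so blocking glycosylation raises the light; 0% = median of neutral control wells and 100% = median of 100 nM tunicamycin wells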
# CaV13 FRET inh: Disruptors of the CACNA1D IQ motif to Ca2+-dependent inactivation inhibitor domain association, primary screening, Förster resonance energy transfer in intact living …; HEK cells, CFP/YFP FRET ICDI-IQ, plate reader, 10 min; percent FRET-ratio fall versus neutral wells; inhibition, % at 12.3 µM; actives 0.098% (n = 340,000);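 active = mean replicate inhibition of at least 30% and at least 1% of replicates passing that level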;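 note: 0% = median of the neutral control wells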
# PDI inh: blocks human protein disulfide isomerase activity; PDI insulin aggregation turbidity, A650, 90 min; actives 0.052% (n = 350,000); inhibition, % at 10 µM; P07237;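 active = mean inhibition across replicates of 30% or more, whatever share of single replicates reach that level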;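 note: absorbance from insulin aggregation driven by PDI reduction with DTT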
# MC4R ag barr: activates human MC4R beta-arrestin recruitment; P32245; U2OS MC4R beta-arrestin complementation, luminescence; percent of melanotan II response, DMSO zero; activation, % at 8.9 µM; actives 0.98% (n = 360,000); AID 540308;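 active = activation above a per-plate cutoff, the mean activation of sample wells on that plate plus 3 SD, cut at about 8% in these data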
# Active calls of the source: *; . = no result given.
Molecule	aDG glyco act	Cardio protect	Vif imaging	ABCB6 inh MLPCN	HTR2A ag	MC4R antag cAMP	N-glyco inh	CaV13 FRET inh	PDI inh	MC4R ag barr
Cc1ccc(-c2nnn(CC(=O)N(Cc3ccccc3F)C(C(=O)NC3CCCC3)c3ccncc3)n2)o1 (configuration not stated)	0.5	6	-10	104	2	22	2	-5	-19	2.1
Cc1nc(Cl)sc1C(=O)Nc1cccc2ccccc12	0.2	2	-1	98	3	14	9	-8	5	-2.3
CCN(CC)c1ccc(/C=N/N2CCN(Cc3ccc(C)cc3C)CC2)c(O)c1	-0.8	-7	-9	100	0	11	-2	-2	14	0.4
COc1ccccc1-n1c(-c2ccc(Cl)cc2)c[nH]c1=S	-0.4	-3	4	92	8	13	3	-3	-2	-3.7
CC1(C)CC(=O)C(N=Nc2ccc(F)cc2)=C(O)C1	0.6	-8	1	94	2	-12	6	-4	-6	-2.3
COc1ccc(/C=C/C(=O)N(C(C)C)C(C)C)cc1Br	0.0	6	.	99	-3	-8	-1	-4	0	0.8
CCCNC(=O)C1(C)CCCN(C(=O)CN2C(=O)c3ccccc3C2=O)C1 (configuration not stated)	-0.1	3	5	100	0	3	0	-6	-1	-2.4
CCCCn1cnc2c(SCc3ccccc3Cl)nc(N)nc21	0.8	-6	4	90	-6	10	-4	-6	3	-1.9
CCOc1ccccc1N1CCN(C(=O)c2cc3c(C)cc(C)cc3[nH]2)CC1	0.2	-4	-4	109	0	7	1	-4	3	2.7
CN(C)CCCN1C(=O)CSC1c1ccc([N+](=O)[O-])cc1 (configuration not stated)	-0.5	-8	-4	96	-1	5	1	-3	-2	-2.4
CC1(C)CC(=O)C(N=Nc2ccc3ncsc3c2)=C(O)C1	-0.1	7	9	94	5	-14	3	-5	17	-0.9
Cc1ccc(C)c(N(CC(=O)Nc2cc(Cl)ccc2Oc2ccccc2)S(C)(=O)=O)c1	0.2	-6	-12	97	-3	17	-5	.	12	0.5
CN(C(=O)n1cnc2ccccc21)c1ccccc1	-0.3	-2	-7	100	2	4	1	-5	9	0.8
CN1/C(=C/C2CC(=O)NC2=O)C(C)(C)c2ccccc21 (configuration not stated)	0.0	-6	15	203	2	1	19	-4	8	-2.7
Cn1cc(S(=O)(=O)N2CCc3ccccc3C2)c(=O)n(C)c1=O	0.1	2	-4	100	4	5	0	-9	.	-1.0
CN(C)Cc1c(O)ccc2c(-c3ccccc3)cc(=O)oc12	0.0	7	-1	98	3	5	0	-8	1	-0.8
O=C(c1ccc(Cl)c(Cl)c1)N1CCN(c2ccccn2)CC1	0.0	6	-12	99	9	-1	1	-6	-24	-0.3
Cc1cc(Br)c(OCC(=O)NN)c2c1CCC2	-0.1	1	6	103	2	-12	0	-20	13	-2.5
CC1(C)CC(=O)C(C2(O)C(=O)Nc3ccccc32)CO1 (configuration not stated)	0.5	2	0	101	-2	3	2	6	-1	-0.3
COC(=O)C1CC(Cl)CN1c1ncc(C(F)(F)F)cc1Cl (configuration not stated)	0.1	-9	6	92	-1	-2	0	8	8	0.2
Cc1cc(Cl)ccc1OCC(=O)Nc1cccc(S(=O)(=O)N2CCCC2)c1	0.0	-18	-26	83	3	7	-1	-3	-10	-0.9
COC(=O)c1c(C)[nH]c(C(=O)COC(=O)CCNS(=O)(=O)c2cccc(C(F)(F)F)c2)c1C	-0.3	-8	6	101	6	10	1	-6	4	4.7
COc1ccccc1CN1CC(C(=O)NCc2nccn2C)CCC1=O (configuration not stated)	0.1	5	-2	100	-6	4	2	-7	-1	-2.3
NC(=O)N1CCC2(CC1)NC(=O)N(c1ccccc1)N2	0.5	2	0	111	0	27	1	-1	0	0.0
Cc1onc(-c2c(F)cccc2Cl)c1C(=O)Nc1cccc(S(=O)(=O)NCc2ccco2)c1	0.0	1	8	98	-1	0	3	-7	-6	0.5

# Next part, overlapping the part above by 2 compounds.
Molecule	aDG glyco act	Cardio protect	Vif imaging	ABCB6 inh MLPCN	HTR2A ag	MC4R antag cAMP	N-glyco inh	CaV13 FRET inh	PDI inh	MC4R ag barr
NC(=O)N1CCC2(CC1)NC(=O)N(c1ccccc1)N2	0.5	2	0	111	0	27	1	-1	0	0.0
Cc1onc(-c2c(F)cccc2Cl)c1C(=O)Nc1cccc(S(=O)(=O)NCc2ccco2)c1	0.0	1	8	98	-1	0	3	-7	-6	0.5
CCc1cccc(CC)c1NC(=O)COC(=O)c1ccc2c(c1)S(=O)(=O)c1ccccc1C2=O	-0.3	0	0	93	4	18	4	-4	16	-2.6
O=C(Nc1cc(C(F)(F)F)ccc1-n1cncn1)c1ccc(Cl)cc1	0.2	-2	13	97	-7	-4	-3	.	-1	1.0
O=C(c1ccc(-c2ccccc2Cl)o1)N1CCN(c2ccccc2O)CC1	0.1	-1	3	101	-2	-2	0	-5	-16	5.6
O=CN1CCN(C2CC(=O)N(c3ccc(Br)cc3)C2=O)CC1 (configuration not stated)	0.2	3	6	106	2	5	0	0	3	0.9
CC[C@@H]1[C@H]2CCCC(=O)N3CC[C@@H](C[C@@H]1Nc1ccccc1)[C@@H]23	0.0	-1	-4	97	0	2	0	-6	7	-1.3
COc1ccc(C)cc1S(=O)(=O)NNc1nc(C)cc(C)n1	-0.2	-5	19	97	-3	3	2	-6	14	0.5
COc1ccc(N(C(=O)C2CCCCC2)C2C=CS(=O)(=O)C2)c(OC)c1 (configuration not stated)	0.0	-6	-6	96	7	1	-1	-11	0	-0.5
O=[N+]([O-])c1ccc(C(O)CN=Cc2ccc(O)cc2O)cc1 (configuration not stated)	-0.1	24	-3	115	-2	14	3	3	-5	1.6
CC[C@]12c3[nH]c4cc(CCC(=O)N(C)C)ccc4c3CCN1C(=O)[C@@H](CC(=O)NCCN1CCOCC1)C[C@@H]2C(=O)N1CCN(C(=O)c2ccco2)CC1	1.0	0	-19	77	-1	-1	2	-5	2	-1.4
Cn1cccc1/C=C1\SC(=S)N(CC(=O)O)C1=O	0.2	2	-3	96	1	-16	-1	-5	-1	0.7
CCn1nc(C)c(CNC(=O)c2ccc(OC3CCN(Cc4ccccn4)CC3)cc2)c1C	3.1	-12	-36	86	8	12	2	.	-3	-3.9
CCN(Cc1ccccc1)C(c1ccc(C(F)(F)F)cc1)c1nnnn1C(C)(C)C (configuration not stated)	0.0	-26	-3	102	-3	14	-8	-6	-8	-0.5
O=C(NCC(c1ccco1)N1CCc2ccccc2C1)c1cccc(Br)c1 (configuration not stated)	0.1	-7	28	99	1	7	1	-6	-4	-3.4
CCC/C(O)=C1\C(=O)CCCC1=NCCc1c(C)[nH]c2ccc(OC)cc12	0.5	4	-2	102	3	3	-1	-2	1	-1.0
COCCNC(=O)C(=O)NNC(=O)c1ccccc1OC	1.0	3	-2	96	4	-1	1	2	6	0.1
CCOc1ccc(N(CC(=O)Nc2cc(C)ccc2C)S(=O)(=O)c2c(C)[nH]c(=O)[nH]c2=O)cc1	0.1	9	4	100	5	12	0	-4	-6	0.2
CCOC(=O)c1[nH]c(C)c(C(=O)N(C)C)c1C	-0.2	2	-2	101	-4	17	2	-5	-2	1.0
CC(C)C(=O)Nc1cccc(NC(=S)NC(=O)c2ccc3c(c2)OCO3)c1	-0.2	-9	-14	95	-2	7	-2	-5	3	1.0
COc1ccc(N=Cc2cccc(C)c2O)cc1Cl	-0.4	30	7	102	3	10	1	-5	-8	0.9
COc1cccc(-n2cnnc2SCC(=O)NC2CC2)c1	0.1	8	1	93	6	5	3	-2	-8	0.0
COc1cc(-c2[nH]ncc2CN2CCN(Cc3cccs3)CC2)cc(OC)c1OC	-0.2	7	-7	95	-4	16	8	-19	11	-0.2
Cn1c(N2CCOCC2)nc2c1c(=O)n(Cc1ccc(Cl)c(Cl)c1)c(=O)n2C	0.1	-14	2	99	6	15	-2	-5	9	-0.4
COc1ccc(CNC(=O)C[C@H]2C(=O)N(c3ccccc3)C[C@@H]2Cc2ccccc2)cc1	0.0	7	-5	90	2	13	-3	-5	1	0.8
COc1ccc(C)cc1S(=O)(=O)N(CC(=O)O)c1ccccc1	0.0	0	-11	102	6	7	0	.	-6	1.1
COc1ccc(NC(=O)COC(=O)c2ccc(N3CCCC3=O)cc2)cc1OC	-0.1	-7	-1	86	4	-6	0	-4	-5	-1.4
COCCn1c(SCC(=O)Nc2ccccc2OC)nc2ccccc21	0.1	12	-9	97	-3	2	-2	.	-6	-0.5
Cc1[nH]c2ccccc2c1/C=N/NC(=O)CCC(=O)Nc1ccccc1	0.1	15	-4	102	0	-4	0	-5	-1	0.6
COC(=O)c1cc(=O)nc(NN=Cc2ccc(C)cc2)s1	0.2	-7	-7	96	5	.	3	-11	.	.
COc1cc(/C=N/NC(=O)CCN2CCCCC2)ccc1O	0.6	10	3	101	6	5	-1	8	9	-0.5
CC(C)C(=O)Nc1ccc2c(c1)Cc1cc(NC(=O)C(C)C)ccc1-2	-0.1	1	-4	102	13	0	1	-19	7	1.1
O=C(Cc1ccc(Cl)cc1)c1ccccc1	-0.2	-2	1	100	2	11	-2	-6	-4	-1.5
O=C(OCc1ccccc1)N1CCC2CC1c1c2cccc1N1CCOCC1 (configuration not stated)	-0.2	9	0	99	2	.	-1	-6	.	.
CN(Cc1ccccc1)c1ccc(C(CC(N)=O)NC(=O)Cc2cccc3ccccc23)cc1[N+](=O)[O-] (configuration not stated)	-0.1	4	-6	101	-5	-1	-1	-10	0	-2.5
O=c1c2cc(N3CCOCC3)ccc2[nH]c(=S)n1Cc1ccc(Cl)cc1	0.4	-2	6	89	-6	6	1	-5	-3	-2.0
CCOC(=O)c1ccc(NC(=O)c2cn(-c3ccccc3)nc2-c2ccncc2)cc1	3.9	-8	-2	95	4	10	-5	.	-3	1.1
Cc1ccc2oc(=O)cc(CN3CC(C)OC(C)C3)c2c1 (configuration not stated)	0.0	6	7	96	0	-2	-2	-16	-2	-3.4
Cc1nn(-c2ccccc2)c(N)c1Sc1cccc([N+](=O)[O-])c1	2.2	-10	-10	93	3	17	-7	-3	-6	1.6
CCOC(=O)c1sc(=S)[nH]c1C	-0.1	4	0	314	-1	43*	2	-18	5	-2.9
Cc1cccc(Nc2nc(N)c([N+](=O)[O-])c(N3CCN(C)CC3)n2)c1	-0.5	-2	1	99	-2	-12	-3	-4	0	2.3
O=C1C(=Cc2ccncc2)CCCc2ccccc21	1.1	-16	-25	96	3	10	-3	-6	-5	-1.1
COc1cc(OC)nc(-n2ncc(Br)c(Br)c2=O)n1	-0.4	-30	.	82	8	12	-17	-4	0	-0.3
CCCc1c(C)c2ccc(OCC(C)=O)cc2oc1=O	0.1	0	-6	104	1	4	-1	-5	-1	-1.2
CCC(C)n1c(SCC(=O)NC2CC2)nc2ccccc2c1=O (configuration not stated)	-0.1	8	.	104	0	-1	0	-19	-4	-0.6

# Bioassay records as filed in PubChem BioAssay.
